MITF act: MITF TRPM1 promoter activation in melanoma cells; SK-MEL-5 TRPM1-promoter luciferase, 24 h; % of positive control, neutral wells = 0; activation, % at 12.5 µM; AID 588334; hit rate 0.75% among 300,000;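 active means mean activation of at least 80% with every replicate also reaching 80%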;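 further: 0% = neutral control wells and 100% = parthenolide positive control wells; values of inactives mirror those of a sister screen read the other way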
PKA-R1A activ: PKA-R1A complex activation; PKA-R1A dissociation, Cy5-IP20 fluorescence polarization; scaled: DMSO 0%, 113 µM cGMP 100%; hit rate 0.083% among 340,000; P00514+P68181; activation, % at 11.4 µM; AID 504707;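 active means percent activation above the mean of all tested compounds plus 3 SD, cut at about 19% in these data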;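 further: higher means more PKAc released from R1A so a rise in polarization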
SUMO Mot1 rescue: inhibitors of SUMOylation pathway: yeast Mot1-301 growth rescue. S. cerevisiae Mot1-301 growth rescue, ATP luminescence, 38.5C; percent above DMSO median, 100 means doubled. growth rescue, % at 18.8 µM. hit rate 1% among 320,000. AID 2716;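 active means every valid replicate shows activation above 250% relative to neutral control wells; inactive means the rest, any valid replicate at or below 250%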;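 further: OY570 slx delta 5 strain wells were the positive control but not used for scaling; some compounds called inactive have numbers as strong as hits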
Pemphigus Ab inh: blocks pemphigus antibody binding to human desmoglein-3 | DSG3-coupled beads, scFv-anti-DSG3-GFP binding, flow cytometry; hits give low values | hit rate 0.48% among 310,000 | AID 588358 | binding (percent of control), % at 10 µM | P32926;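 active means binding more than 3 SD below its plate's average and above zero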;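 further: hits lower antibody fragment binding to DSG3; some compounds called inactive have numbers as strong as hits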
Arr AP2 block: blocks beta-arrestin peptide binding to AP2 adaptin. FITC-arrestin peptide / GST-AP2 beads, flow cytometry; AP2 beta2 appendage carries R879A mutation. inhibition, % at 10 µM. hit rate 0.31% among 340,000. AID 504490;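 active means inhibition above a set limit, near 3 SD of compounds lacking own fluorescence, cut at about 54% in these data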;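 further: plate controls were DMSO wells for no effect and 5 µM unlabelled arrestin peptide for full effect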
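System: GST-AP2 R879A bound to glutathione beads, E. coli-expressed. Also added: 50 nM FITC-arrestin peptide. Schedule: compound with beads 12 min RT, then probe 1 h RT. Signal: bead flow cytometry, FITC channel. Read-out basis: percent response.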
SR-BI HDL uptake: mouse SR-BI HDL lipid transfer inhibition. ldlA[mSR-BI] CHO cells, DiI-HDL uptake fluorescence, 3 h. inhibition, % at 12.5 µM. hit rate 0.96% among 320,000;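 active means mean replicate inhibition of at least 70% and a set share of replicates each scoring 70 or more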;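 further: 0% = median of neutral control wells and 100% = median of positive control wells; values of inactives mirror those of a sister screen read the other way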
dFosB activator: activators of mouse delta FosB homodimer | P13346 | purified delta FosB, TAMRA-CDK5 oligo fluorescence polarization; percent of positive-control signal above neutral wells | activation, % at 25 µM | hit rate 0.99% among 340,000 | AID 493131;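 active means mean activation above about 17%, with every replicate also reaching it, limit read from the data, passing the limit was not always enough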;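 further: fluorescence polarization rise as delta FosB binds a TAMRA Cdk5 AP-1 oligo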
PKA-R2B activ: activates the human PKA-R2B holoenzyme complex | activation, % at 11.4 µM | PKA-R2B holoenzyme dissociation, Cy5-IP20 fluorescence polarization; R2B truncated from residue 108, S112A mutant; 0% DMSO only, 100% 113 µM cGMP | P22694+P31323 | AID 504700 | hit rate 0.079% among 340,000;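 active means activation above a cutoff set at the mean over all compounds plus 3 SD, cut at about 18% in these data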;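 further: higher means more holoenzyme dissociation and a rise in polarization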
SR-BI uptake up: enhances SR-BI lipid uptake from DiI-HDL | activation, % at 12.5 µM | CHO ldlA[mSR-BI] cells, DiI-HDL uptake fluorescence, 3 h; 100 = double the neutral-control signal | hit rate 0.096% among 320,000;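 active means mean replicate activation of at least 60% and every replicate at or above 60%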;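 further: 0% = median plate neutral-control signal and 100% = twice that signal; values of inactives mirror those of a sister screen read the other way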
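Test system: SR-BI-overexpressing, LDLR-lacking CHO cells; Medium: Ham's F12 with 0.5% BSA, HEPES 25 mM, pH 7.4; Schedule: 3 h, 37 °C; Technique: bottom-read fluorescence, 550/595 nm.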
CDK5 inh: inhibitors of human CDK5/p35 kinase; Recombinant CDK5/p35, ADP-Glo luminescence, 60 min; inhibition, % at 10 µM; hit rate 0.01% among 330,000; AID 488839;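 active means highest replicate inhibition of at least 50% and at least 75% of replicates reaching 50%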;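 further: plate controls were DMSO neutral control for no effect and GW8510 at 10 µM for full effect; many of its hits are not listed in these tables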
NSD2 inh: inhibitors of human histone methyltransferase NSD2; O96028; NSD2 peptide methylation, AlphaScreen, 120 min; inhibition, % at 12.5 µM; hit rate 0.54% among 310,000; in the data active means inhibition above about 50%
Numbers without * were called inactive; / = no result given. Rows were taken by chance. About 4.7% of those tested had a hit in this group.

Preview (3 entries):
SMILES	MITF act	PKA-R1A activ	SUMO Mot1 rescue	Pemphigus Ab inh	Arr AP2 block	SR-BI HDL uptake	dFosB activator	PKA-R2B activ	SR-BI uptake up	CDK5 inh	NSD2 inh
OCC1(Cc2ccccc2)CCN(Cc2ccc(-c3ccco3)cc2)CC1	12	-8	47	101	-10	-8	1	1	8	2.9	1
CC(C)(C)C(=O)OCCn1c(=O)c2cc3c(=O)n(CCOC(=O)C(C)(C)C)c(=O)c3cc2c1=O	/	5	6	/	3	-9	-12	2	9	0.6	34
CC(c1ccco1)N(C(=O)c1ccccc1NS(=O)(=O)c1cc([N+](=O)[O-])ccc1Cl)c1ccccn1 (configuration not stated)	-6	-5	402*	109	-4	-12	-1	-1	12	-0.5	24

Results, previewed entries included:
SMILES	MITF act	PKA-R1A activ	SUMO Mot1 rescue	Pemphigus Ab inh	Arr AP2 block	SR-BI HDL uptake	dFosB activator	PKA-R2B activ	SR-BI uptake up	CDK5 inh	NSD2 inh
OCC1(Cc2ccccc2)CCN(Cc2ccc(-c3ccco3)cc2)CC1	12	-8	47	101	-10	-8	1	1	8	2.9	1
CC(C)(C)C(=O)OCCn1c(=O)c2cc3c(=O)n(CCOC(=O)C(C)(C)C)c(=O)c3cc2c1=O	/	5	6	/	3	-9	-12	2	9	0.6	34
CC(c1ccco1)N(C(=O)c1ccccc1NS(=O)(=O)c1cc([N+](=O)[O-])ccc1Cl)c1ccccn1 (configuration not stated)	-6	-5	402*	109	-4	-12	-1	-1	12	-0.5	24
CCCCc1nn2c(N)c(/C=C3\C=Nc4ccccc43)c(=O)nc2s1	-2	-5	-9	104	/	-14	-5	-3	14	1.2	0
COc1cc(OC)c(NC(=S)NCc2ccc(F)cc2)cc1Cl	9	-21	207	103	-1	23	-5	-9	-23	0.2	/
O=C(NC(=S)N1CCN(c2ccc([N+](=O)[O-])cc2)CC1)c1ccccc1F	-1	0	17	100	2	-4	-2	1	4	0.3	/
CCCCCCN1CC(O)=C(c2nc3ccccc3[nH]2)C1=N	28	12	-18	106	11	19	-1	1	-19	-0.3	0
CC(C)OCCCn1c(NN)nc2ccccc2c1=O	-5	-10	/	102	-8	11	-2	1	-11	-6.3	/
O=C(C1CC1)N1CCc2cc(Br)cc(S(=O)(=O)NCc3ccc4c(c3)OCO4)c21	-4	-7	-17	/	-7	-1	-9	-4	1	-0.3	13
Cc1ccnc(NS(=O)(=O)c2ccc(NC(=O)Cc3ccc(F)cc3)cc2)n1	-1	11	2	114	-6	-24	0	-1	24	0.3	0
Cc1cc(C)c2nc(Cl)c(C3NC(=O)c4ccccc4N3)cc2c1 (configuration not stated)	-5	-14	/	95	-5	-4	2	-14	4	2.3	1
Cc1csc(NC(=O)CSCc2c(C)noc2C)n1	-6	-2	-9	116	3	-29	0	4	29	0.3	-1
Cc1ccc2[nH]c(=O)c(CN(Cc3ccco3)C(=O)c3ccncc3)cc2c1	/	6	32	102	12	-5	-9	5	5	0.0	3
Cc1ccc(C(=O)NS(=O)(=O)c2ccccc2)cc1	10	6	9	111	-6	-15	-4	6	15	0.9	-1
O=[N+]([O-])c1cnn(-c2nc(-c3ccccc3)cc(C(F)(F)F)n2)c1	1	-16	-14	82	35	-5	-2	-18	5	0.9	-6
C=CCN(CC=C)C(=O)c1c(OC)cccc1OC	0	5	1	128	1	-9	-3	2	9	1.9	4
O=S1(=O)N=C(N(CCO)/N=C/c2ccncc2)c2ccccc21	-3	-15	10	110	-11	-26	-8	-4	26	3.0	-2
Cc1nnc(SCC(=O)N2CCc3ccccc3C2)n1-c1ccccc1	-7	-2	-5	112	30	15	8	-6	-15	-0.2	6
CC(C)CN(C(=O)COC(=O)c1ccc2c(c1)NC(=O)CS2)C1CCS(=O)(=O)C1 (configuration not stated)	-4	4	14	104	6	-5	-6	-5	5	0.8	-2
Cc1cccc(Nc2nc(N)c([N+](=O)[O-])c(N3CC(C)CC(C)C3)n2)c1 (configuration not stated)	-5	5	3	99	6	15	-2	-18	-15	2.4	3
O=C(N/N=C/c1ccccc1[N+](=O)[O-])c1cnccn1	/	6	-23	/	-2	-4	6	3	4	0.9	0
Cc1cc(C)n(CCOC(=O)c2sc3ccccc3c2Cl)n1	8	-7	-12	115	-3	-11	-24	-2	11	0.9	-1
COC(=O)c1ccccc1NC(=O)c1ccc(-c2ccc(Br)cc2)o1	/	-6	-10	102	-4	18	1	-13	-18	-0.1	0
Cc1cc(C)n2nc(SCCC(=O)NCc3ccccc3)nc2n1	-1	0	0	/	-3	-18	-4	6	18	0.2	-1
O=C(NC(CO)C(=O)OCc1ccccc1)OCc1ccccc1 (configuration not stated)	12	-3	/	106	-12	-10	-5	-2	10	0.0	-1
Remaining list, next part:
SMILES	MITF act	PKA-R1A activ	SUMO Mot1 rescue	Pemphigus Ab inh	Arr AP2 block	SR-BI HDL uptake	dFosB activator	PKA-R2B activ	SR-BI uptake up	CDK5 inh	NSD2 inh
CCOC(=O)C1=C(O)/C(=C\c2cccs2)N=C1C	-7	-7	11	99	9	-12	5	9	12	-0.8	-1
CC(C)NS(=O)(=O)c1ccc(CCC(=O)Nc2ccc3c(c2)OCO3)cc1	0	-11	14	101	-3	20	0	0	-20	2.2	/
CC(=O)Nc1ccc2oc(-c3cc(F)c(F)cc3Cl)nc2c1	53	2	-2	104	14	10	-10	-3	-10	-0.5	1
O=C(CNC(=O)OCc1ccccc1)Oc1ccc2ccc(=O)oc2c1	-3	-15	4	102	35	3	6	6	-3	1.4	-3
CCOc1ccccc1N1CCN(Cc2ccc(OC)c(OC)c2)CC1	/	-7	-11	/	18	-27	3	6	27	0.7	1
CCOc1ccc(C(=O)OCC(=O)Nc2cc(S(=O)(=O)N3CCOCC3)ccc2N2CCOCC2)cc1	/	9	/	-19*	12	5	-10	-6	-5	-1.0	-3
Cc1ccccc1NC(=O)c1ccc2snnc2c1	/	-6	-1	102	-21	-8	-4	2	8	-3.9	/
CCc1nnc(NC(=O)Cn2nnc(-c3ccccc3F)n2)s1	-7	-15	4	96	-8	-20	-1	3	20	-0.8	3
O=C(CN1C(=O)NC2(CCCC2)C1=O)N1CCN(c2cccc(C(F)(F)F)c2)CC1	-2	-5	-2	105	-15	37	0	-1	-37	0.3	1
O=S(=O)(c1cccs1)N1CCC(Cc2ccccc2)CC1	8	-6	/	94	3	-17	-11	-1	17	0.7	-1
CCN(Cc1ccccc1)S(=O)(=O)c1cc(C(=O)NCC2CCCCC2)ccc1OC	-6	-11	-18	95	17	24	-11	7	-24	-0.6	7
CCOc1ccccc1N1C(=O)CC(Sc2nccc(C)n2)C1=O (configuration not stated)	-14	3	10	100	13	8	-1	4	-8	1.0	/
O=C(CSc1nnc(NC(=O)c2ccco2)s1)Nc1ccccc1Cl	8	-2	374	121	-2	/	2	7	/	-2.0	1
Cc1cc(C)c(S(=O)(=O)N2CCc3ccccc32)c(C)c1	-12	0	-18	119	6	0	27*	-5	0	0.7	-6
Cn1c(CN2CCN(c3ccccc3NS(C)(=O)=O)CC2)nc2ccccc21	-4	2	-17	102	-6	6	-14	-3	-6	1.4	20
CCOc1ccc(C2=Nn3c(nnc3-c3cccnc3)SC2)cc1	-3	8	-14	96	8	1	-12	9	-1	-1.9	1
CCCC(=O)Nc1ccc(C(=O)n2nnc3ccccc32)cc1	12	-5	172	/	-9	-8	3	-9	/	-1.2	1
CC(C)CC(NC(=O)C1CCC(=O)N1C(=O)OCc1ccccc1)C(=O)NC(Cc1ccccc1)C(N)=O (configuration not stated)	4	0	-15	121	12	/	-18	1	/	-1.1	0
CC1(C)Cc2nc3sc4c(=O)n(Cc5ccccc5)cnc4c3cc2CS1	1	4	24	79	-2	52	0	-2	-52	1.2	14
CN(C(=O)CN1C(=O)S/C(=C\c2ccccc2)C1=O)C1CCS(=O)(=O)C1 (configuration not stated)	1	-5	6	106	22	-14	-5	3	14	1.6	1
O=C(c1cc(COc2cccc3cnccc23)on1)N1CCCC(CCCO)C1 (configuration not stated)	-26	-16	10	100	13	-28	-18	-10	28	-0.5	-1
N#CC1=C2N=C(N)c3ccccc3N2C2=C(C(=O)CCC2)C1c1ccccc1F (configuration not stated)	-19	6	73	91	17	/	-15	11	/	-1.5	/
C/C(CC(=O)Nc1cc(C)ccn1)=N\NC(=O)C(=O)NC(C)C	0	/	-15	93	21	-11	5	/	11	-0.1	-4
Cc1cc(C)n2nc(C(=O)NC(c3ccccc3)c3ccccc3)nc2n1	-4	0	-16	/	8	-6	-7	2	6	-0.7	-4
Cn1cc(CNCc2cn(C)nc2-c2ccc(C3CCCCC3)cc2)cn1	0	-6	213	120	15	-11	-7	-7	11	0.0	2
(further entries)
SMILES	MITF act	PKA-R1A activ	SUMO Mot1 rescue	Pemphigus Ab inh	Arr AP2 block	SR-BI HDL uptake	dFosB activator	PKA-R2B activ	SR-BI uptake up	CDK5 inh	NSD2 inh
CCN(CC)CCNC(=O)Cc1nn(Cc2ccccc2)c(=O)c2ccccc12	14	9	1	97	10	-13	-2	8	13	1.6	51*
O=C1CNC(=O)/C1=C/c1ccccc1	-9	-8	-9	100	-2	-8	2	3	8	-1.6	-1
O=C(Nc1cccc2cccnc12)c1ccc2c(c1)OCCO2	55	0	-2	106	-1	4	-24	1	-4	-0.9	-1
O=C(CN1C(=O)NC2(CCCCCC2)C1=O)Nc1ccc(Cl)cc1Cl	24	3	-9	/	50	7	1	4	-7	0.1	-3
COCCN(C(=O)COC(=O)CCOc1cc(C)ccc1C)c1c(N)n(Cc2ccccc2)c(=O)[nH]c1=O	/	4	/	102	-6	32	-14	-4	-32	-0.6	0
CC(C)Nc1nnc(SC(C)C(=O)N(C)C2CCCCC2)s1 (configuration not stated)	-4	-6	-1	105	-7	-11	5	0	11	1.1	0
CC(C)CNC(=O)C(=O)NNC(=O)C1CCCCC1	-5	-8	4	98	-11	5	-1	5	-5	-0.2	3
CS(=O)(=O)Nc1cccc(C2=NN(S(=O)(=O)c3ccc(F)cc3)C(c3cccs3)C2)c1 (configuration not stated)	9	-10	-9	137	16	-3	1	-8	3	0.6	-2
O=C(Nc1ccccc1C(=O)O)c1ccc(Cl)c(S(=O)(=O)N2CCOCC2)c1	-13	4	/	111	11	-22	-11	5	22	1.1	-5
CCOC(=O)C1=C(O)/C(=C/c2ccccn2)SC1=Nc1ccc(Cl)cc1	6	1	6	93	0	60	-9	-5	-60	-0.8	0
COc1ccccc1CNC(=O)CNC(=O)Cn1cnc2ccccc2c1=O	3	-5	6	/	-11	-3	1	5	3	-1.4	0

Compound activity from PubChem BioAssay.
